# E-selectin induc: induces E-selectin expression in human endothelial cells. P16581. HUVEC E-selectin immunofluorescence imaging; normalized: neutral wells 0, TNF-alpha wells 100. activation, % at 7.58 µM. 260,000 compounds, 0.37% hits;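 active = mean E-selectin-positive cell signal at least 10% of the positive control, reached in at least 60% of replicates, without over 20% cell loss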;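 note: in these data hits start at about 27%; measured in HUVEC primary endothelial cells; signal is the percent of cells scored E-selectin positive by PE staining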
# Target sequence (P16581 whole entry, looked up): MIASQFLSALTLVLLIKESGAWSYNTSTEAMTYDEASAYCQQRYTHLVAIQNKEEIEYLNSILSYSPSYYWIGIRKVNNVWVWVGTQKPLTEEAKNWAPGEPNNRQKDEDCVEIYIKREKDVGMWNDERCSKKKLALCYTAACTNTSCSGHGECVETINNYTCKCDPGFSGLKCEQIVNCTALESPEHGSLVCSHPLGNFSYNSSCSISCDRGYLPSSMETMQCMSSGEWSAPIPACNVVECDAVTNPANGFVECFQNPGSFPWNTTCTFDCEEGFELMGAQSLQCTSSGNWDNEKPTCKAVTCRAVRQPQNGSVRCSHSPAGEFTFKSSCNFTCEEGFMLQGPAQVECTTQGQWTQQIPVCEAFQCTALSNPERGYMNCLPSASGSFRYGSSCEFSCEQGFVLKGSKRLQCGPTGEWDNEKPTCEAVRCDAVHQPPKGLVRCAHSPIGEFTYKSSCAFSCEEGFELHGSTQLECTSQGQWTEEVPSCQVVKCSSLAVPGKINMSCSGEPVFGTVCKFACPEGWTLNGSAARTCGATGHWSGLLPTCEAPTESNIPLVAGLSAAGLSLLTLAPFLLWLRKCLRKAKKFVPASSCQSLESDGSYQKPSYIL
#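 System: HUVEC, human umbilical vein endothelial cells; quantity: 3,000 cells/well; buffer or medium: EGM-2 medium, gelatin-coated wells; dosing: single-point compound dose; detection: immunofluorescence imaging; evaluation: % PE-positive cells; benchmarks: TNF-alpha, DMSO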
# S100A4 MyoIIA: inhibitors of human S100A4 binding to myosin IIA peptide; 360,000 compounds, 0.14% hits; S100A4/TAMRA-MyoIIA peptide fluorescence polarization; inhibition, % at 10.7 µM;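 active = mean inhibition of at least 70% across replicates, with every replicate also reaching that level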
#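 incubation = readout 5 min after mixing, signal stable up to 60 min | system = S100A4 monomer protein | buffer or medium = HEPES pH 7.2 with CaCl2, KCl, NaCl, DTT, Triton | benchmarks = neutral control DMSO, positive control TFP | also added = fluorescent myosin IIA peptide, 5 nM | compound dosing = one concentration per compound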
# ERp5 block: ERp5 (human) disulfide isomerase inhibition. Q15084. ERp5 insulin aggregation, absorbance 650 nm, 90 min. inhibition, % at 9.99 µM. 350,000 compounds, 0.05% hits. AID 651711;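 active = mean replicate inhibition above about 25%, with every replicate also reaching it, limit read from the data, passing the limit was not always enough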
# esBAF inh: SWI/SNF esBAF complex inhibition; AID 602393; reporter increase, % at 12.5 µM; mouse ES cells, Bmi1-luciferase knock-in reporter, 24 h; 100% = twice the neutral-well signal; 350,000 compounds, 2% hits; in the data active = activation above about 40%;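 note: 0% = median of the plate's neutral control wells and 100% = double that signal; a rise in the Bmi1 reporter signal indicates esBAF inhibition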
# ERAP1 HTS inh: blocks human ERAP1 aminopeptidase activity. recombinant ERAP1, Leu-AMC fluorescence, 60 min. inhibition, % at 10.7 µM. 340,000 compounds, 0.15% hits;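 active = mean replicate inhibition of at least 30%, or all replicates individually reaching that 30% level; inactive = mean below 30% and not every replicate reaching it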;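 note: 0% = neutral control wells and 100% = L-leucinethiol positive control wells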
# Xi reactivation: X-chromosome reactivation activator; XiGFP mouse fibroblasts, % GFP-positive cells imaging, 3 d; cells co-treated with 5-aza-dC sensitizer; scaled so ellipticine positive control = 100%; activation, % at 7.58 µM; 360,000 compounds, 0.055% hits;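 active = mean normalized replicate activation at least 10% and every replicate at or above 10%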;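 note: 0% = median of on-plate neutral control wells and 100% = ellipticine 6 µM median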
#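 Schedule: 3 d treatment, 15 min room-temperature fixation; system: 68-5-11 XiGFP fibroblast line; buffer or medium: DMEM plus 5-aza-dC sensitizer; control set: ellipticine 6 µM positive control; compound: one concentration, pinned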
# RAD54 inh: blocks human RAD54 Holliday junction branch migration. AID 602329. 360,000 compounds, 0.14% hits. FAM/BHQ fluorescence. Q92698. inhibition, % at 10.4 µM;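 active = mean normalized replicate activity at least 40 and at least half of replicates scoring 40 or more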;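 note: 0% = median of neutral control wells and 100% = median of positive control wells; inhibitors cause a drop in the FAM fluorescence signal; in these data hits start at about 50%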
# RAD52 inh: inhibitors of human RAD52 DNA annealing. recombinant RAD52 DNA annealing, FRET fluorescence. 360,000 compounds, 0.46% hits. P43351. inhibition, % at 18.7 µM;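 active = every replicate showing at least 50% inhibition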
# Target sequence (P43351 whole entry, looked up): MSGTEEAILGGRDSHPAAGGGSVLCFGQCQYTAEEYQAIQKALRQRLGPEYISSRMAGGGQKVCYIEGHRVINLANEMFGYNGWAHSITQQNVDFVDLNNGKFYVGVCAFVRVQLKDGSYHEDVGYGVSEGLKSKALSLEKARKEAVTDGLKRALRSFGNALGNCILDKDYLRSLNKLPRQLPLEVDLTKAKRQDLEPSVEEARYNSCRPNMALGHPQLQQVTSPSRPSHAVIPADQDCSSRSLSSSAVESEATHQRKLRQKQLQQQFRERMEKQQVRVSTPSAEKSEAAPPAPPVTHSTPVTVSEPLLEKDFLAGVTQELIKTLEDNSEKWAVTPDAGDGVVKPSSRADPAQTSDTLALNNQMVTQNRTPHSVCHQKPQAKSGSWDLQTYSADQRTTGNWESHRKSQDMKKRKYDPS
# Active calls of the source: *; . = no result given; & = joins results of further samples.
SMILES,E-selectin induc,S100A4 MyoIIA,ERp5 block,esBAF inh,ERAP1 HTS inh,Xi reactivation,RAD54 inh,RAD52 inh
CCN(C[C@H]1N[C@@](C)(C(=O)OC)[C@H]2C(=O)N(Cc3ccccc3)C(=O)[C@@H]12)S(=O)(=O)c1ccc(C(C)(C)C)cc1,.,1,-2,4,1,-0.1,-1,1
CCCC(=O)OCC(=O)Nc1ccc([N+](=O)[O-])cc1C#N,-1.3,4,4,.,.,0.0,.,-16
CCC#CCN(Cc1ccccc1Br)[C@H](/C=C/c1ccccc1)[C@@H](O)Cc1ccccc1,.,2,11,.,-1,.,3,4
CCOc1ccc(S(=O)(=O)Nc2cccc(C(=O)NCCCN3CCOCC3)c2)cc1,0.2,-1,1,4,-1,2.3,6,-7
COc1cccc(S(=O)(=O)N2CCCCN3[C@H](CO)[C@H](c4ccc(-c5ccccc5)cc4)[C@H]3C2)c1,-0.6,-8,1,.,2,0.1,12,8
CCCC#Cc1ccc([C@@H]2[C@H](CO)N3C(=O)CN(C(=O)c4cccnc4)C[C@@H]23)cc1,-0.1,4,5,.,-1,0.0,.,-8
CO[C@H]1CC[C@@H]2CCOc3c(C#N)cccc3C(=O)N(C)C[C@H](OC)[C@H](C)C(=O)N(C)C[C@@H]1O2,0.3,2&0,12&-4,-2&1,1&-7,0.9,-2&2,-7&7
COc1ccc(C2C=C(c3ccccc3)Nc3nnnn32)cc1 (stereo unspecified),.,-3,1,28,-15,.,2,-77
C=CCn1c(=O)/c(=C/c2ccsc2)s/c1=C(\C#N)C(=O)NCCN1CCOCC1,-0.2,1,2,-6,6,-0.1,.,-430
CCC(=O)NC[C@H]1N[C@H](CO)[C@@H]1c1ccc(C2=CCCC2)cc1,0.0,.,.,-3,.,0.2,-3,.
CCN1CC(=O)N2[C@@H](CO)[C@H](c3ccc(Br)cc3)[C@@H]2C1,-0.1,4,4,.,-1,0.0,.,0
CCN(CC)CCCCCOc1ccccc1OC,.,-3,-9,-1,-1,.,-4,-13
Cc1noc(C)c1NC(=O)N[C@@H]1CC[C@H](CCNC(=O)C2CCC2)O[C@H]1CO,-0.8,5,4,-1,4,-0.2,1,-1
COc1ccc(S(=O)(=O)N(C)C[C@H]2OCCCC[C@@H](C)Oc3ccc(NS(=O)(=O)c4ccc(Cl)cc4)cc3C(=O)N([C@H](C)CO)C[C@@H]2C)cc1,-0.1,5,9,.,0,0.0,.,11
O=C(NNC(=S)Nc1ccccc1)C1CCCCC1,.,-1,7,.,-3,0.1,.,-5
COc1ccc(OC)c(/C=C2\SC(N3CCCC(C)C3)=NC2=O)c1 (stereo unspecified),1.0,5,3,2,1,0.0,.,-155
O=C(c1cccc(F)c1)N1CCCCN2[C@H](CO)[C@@H](c3ccc(-c4ccc(F)cc4)cc3)[C@H]2C1,.,15,4,.,-3,.,2,38
Cc1cc(Nc2c(C)n(C)n(-c3ccccc3)c2=O)c2ccccc2n1,-1.4,-4,4,.,-4,0.0,.,-12
COc1ccc(NC(=O)N(C)C[C@H]2OCCCC[C@H](C)Oc3ccc(NS(=O)(=O)c4ccc(OC)cc4)cc3C(=O)N([C@@H](C)CO)C[C@@H]2C)cc1,-0.4,.,.,8,.,0.1,12,.
CCN1CC(=O)N2[C@H](C1)[C@H](c1ccc(Br)cc1)[C@@H]2CO,0.0,-18,8,.,-2,0.0,.,-7
C=CC1(C)CN(Cc2ccco2)S(=O)(=O)c2c(F)cccc2O1 (stereo unspecified),-0.6,-6,3,5,-3,0.1,-2,-30
COc1ccc(-c2nc3c(-c4ccc(Cl)cc4)cnn3cc2C)cc1F,.,-1,4,.,11,0.3,.,-105
CCC(=Nc1ccccc1OC)C1=C(O)CC(c2ccccc2)CC1=O (stereo unspecified),.,-11,0,18,3,0.1,3,-7
CCCC#Cc1ccc([C@H]2[C@@H](CO)N3C(=O)CN(C(=O)c4ccccc4)C[C@@H]23)cc1,0.5,12,-7,.,-1,0.5,.,-8
CCCN1CCN(CCCNC(=O)c2ccccc2NC(=O)C2=C(C)OCCS2)CC1,0.1,-2,-1,-5,-3,0.1,0,5
# Next section:
SMILES,E-selectin induc,S100A4 MyoIIA,ERp5 block,esBAF inh,ERAP1 HTS inh,Xi reactivation,RAD54 inh,RAD52 inh
C[C@@H]1CCCCO[C@H](CN(C)Cc2ccncc2)[C@@H](C)CN([C@H](C)CO)C(=O)c2cc(NS(=O)(=O)c3cn(C)cn3)ccc2O1,0.1,49,0,3,-1,0.0,-1,9
CO[C@H](CN(C)Cc1ccc(-c2ccccn2)cc1)[C@@H](C)CN(C(=O)Nc1ccc(F)cc1)[C@H](C)CO,0.0,-4,1,5,-5,0.4,7,-70
CC1=NN(c2ccc(C(=O)O)cc2)C(=O)/C1=C\c1ccc(OC(=O)c2cccs2)cc1,-0.5,0,0,.,-2,0.0,.,4
CCCCN(CCCC)C(=O)c1sc2nc(N3CCOCC3)c3c(c2c1N)CCCC3,0.1,-2,-5,.,0,0.0,2,-1
Cc1nn(C)c(C)c1CNC(=O)c1cnn2c1NC(c1ccccc1)CC2C(F)(F)F (stereo unspecified),.,-2,1,6,-2,.,-6,-19
C[C@@H]1CN([C@H](C)CO)C(=O)Cc2cc(NC(=O)NC3CCCCC3)ccc2O[C@H]1CN(C)S(=O)(=O)c1cn(C)cn1,-11,2,7,-2,-1,0.0,4,-5
C[C@@H]1CN([C@@H](C)CO)C(=O)c2cc(-c3ccccc3)cnc2O[C@@H]1CN(C)C(=O)Cc1cccnc1,1.1,-3,-6,.,-1,-1.3,8,-7
O=C(CN1CSCC1=O)N1CCN(S(=O)(=O)c2ccc(Cl)cc2)CC1,-0.3,0,2,-10,-1,0.3,-14,-11
CC(/C=N/NC(=O)CSc1n[nH]c(=O)[nH]c1=O)=C\c1ccccc1,3.5,1,1,-4,.,0.0,.,-10
Cc1ccc(CNC(=O)c2ccc3c(=O)[nH]c4c(C(=O)NCC5CCCO5)sc(=S)n4c3c2)cc1 (stereo unspecified),1.5,-5,3,1,-2,-0.1,2,-14
Cc1cc(C(F)(F)F)nc(-n2cc(-c3ccccc3)nn2)n1,3.2,0,-3,11,-3,0.0,-2,15
O=C(Cc1ccccc1)NN1C(=O)C2C3C=CC([C@@H]2C1=O)C31CC1 (stereo partly specified),1.0,4,-4,.,-2,-0.2,.,-4
C[C@@H]1CN([C@H](C)CO)C(=O)c2c(c3ccccc3n2C)-c2ccccc2CO[C@H]1CN(C)Cc1cccc(F)c1,-0.6,-45,0,.,-5,-0.1,.,20
COc1ccc(COc2ccc(S(=O)(=O)N3CCCC3)cc2C(N)=O)cc1F,0.1,-6,-3,-1,0,0.4,-6,0
Cc1nnc(N/N=C/c2ccccn2)[nH]c1=O,-0.3,-3,3,.,-3,1.4,-5,-24
COc1ccc(NC(=O)Nc2ccc3c(c2)C(=O)N([C@H](C)CO)C[C@@H](C)[C@@H](CN(C)C(=O)Nc2ccc(OC)cc2)OCCCC[C@@H](C)O3)cc1,0.1,3,-8,.,1,0.0,.,22
Cc1ccccc1NC(=O)C1c2cccc[n+]2CC(=O)N1Cc1ccc2c(c1)OCO2 (stereo unspecified),-7.4,-3,3,7,13,0.0,0,-9
O=C(Cc1ccccc1)NCc1cccnc1,0.4,-4,1,-2,2,0.0,-9,-15
C[C@@H]1CCCCO[C@@H](CN(C)C(=O)CCCN(C)C)[C@H](C)CN([C@@H](C)CO)C(=O)c2cc(NC(=O)Nc3ccccc3)ccc2O1,0.0,7,5,1,-2,0.2,16,23
CC(=O)/C=C1\OCc2ccccc21,0.0,2,6,.,1,-0.1,.,-14
CO[C@H](C(=O)N(C)C[C@@H]1OCc2ccccc2-c2c(n(C)c3ccccc23)C(=O)N([C@@H](C)CO)C[C@@H]1C)c1ccccc1,-2.5,1,-4,7,2,0.8,2,11
CCOC(=O)c1c(C)[nH]c(C)c1S(=O)(=O)NCC1CCN(Cc2cccc(F)c2)CC1,.,4,2,-8,-1,0.0,0,1
COc1ccccc1-c1ccc([C@@H]2[C@@H](CO)N3CCCCN(C(=O)CN4CCOCC4)C[C@@H]23)cc1,-0.3,0,6,-10,-4,0.0,4,-5
Nc1nc2ncccc2cc1C(=O)NCCc1cccs1,-0.2,-6,-3,.,.,0.0,.,-9
COc1cccc(N2CCN(C(C)C(=O)NC34CC5CC(CC(C5)C3)C4)CC2)c1 (stereo unspecified),0.2,0,-3,-5,1,0.9,6,-11
# (list continues)
SMILES,E-selectin induc,S100A4 MyoIIA,ERp5 block,esBAF inh,ERAP1 HTS inh,Xi reactivation,RAD54 inh,RAD52 inh
O=C(C1CCOCC1)N1C[C@@H]2[C@H](c3ccccc31)[C@@H](CO)N2C(=O)c1ccccc1,0.6,-4,2,-3,3,0.1,4,7
Cc1noc(C)c1S(=O)(=O)Nc1ccc2c(c1)C(=O)N([C@@H](C)CO)C[C@H](C)[C@@H](CN(C)C(=O)C1CCCCC1)OCCCC[C@@H](C)O2,-0.3,-13,-2,1,-1,0.2,-5,6
COC(=O)c1ccc(COc2ccc(C)cc2[N+](=O)[O-])o1,0.0,-3,2,.,2,0.0,5,-11
C[C@H](CO)N1C[C@H](C)[C@@H](CN(C)C(=O)c2ccc(F)cc2)Oc2ncc(C3=CCCC3)cc2C1=O,-0.1,-2,-2,-1,3,-0.8,-5,6
CCCN1[C@@H]2c3ccc(-c4ccncc4)c(=O)n3C[C@@H]2[C@@H](CO)[C@@H]1C(=O)OC,-0.1,-5,1,.,11,0.2,.,-23
CN(C)CC#Cc1ccc([C@H]2[C@H]3CN(C(=O)c4cccnc4)CC(=O)N3[C@H]2CO)cc1,0.0,21,1,.,-1,0.1,.,3
N#Cc1c(/N=C/c2cccnc2)sc2c1CCCC2,.,-2,2,.,1,0.5,-4,3
CC(C)/C=C1\CC/C(=C\c2cccnc2)C1=O,-0.1,-5,-1,.,-1,0.2,.,-7
CCNC(=O)C[C@@H]1C=C[C@H](NC(=O)C2CCC2)[C@@H](CO)O1,-0.5,3,-3,0,0,0.1,-2,4
CC(C)N(Cc1ccccc1)C(=O)COC(=O)c1cc(S(=O)(=O)N(C)C)ccc1N1CCCC1,-0.1,-4,5,-1,1,-0.1,-15,-11
Cc1ccc(C)c(S(=O)(=O)Nc2ccc3cn[nH]c3c2)c1,.,1,-6,-6,-3,0.0,-1,-11
Fc1ccccc1N1CCN(CCCc2ccccc2)CC1,1.1,0,0,7,0,0.1,-5,-6
COc1cccc(-c2ccc([C@H]3[C@@H](CO)N4C(=O)CN(C(=O)c5ccncc5)C[C@@H]34)cc2)c1,0.3,3,-1,.,0,0.3,.,2
COc1ccc(CNC(=S)N/N=C/c2ccncc2)cc1,.,7,3,.,8,0.0,1,-14
COc1ccc([C@H]2C[C@H](n3cc(-c4ccc(F)cc4)nn3)[C@@H](O)CN2C(=O)C2CCCCC2)cc1,0.0,-5,2,8,0,-0.1,-10,-9

# Part of the list above in order of number of heavy atoms, falling:
SMILES,E-selectin induc,S100A4 MyoIIA,ERp5 block,esBAF inh,ERAP1 HTS inh,Xi reactivation,RAD54 inh,RAD52 inh
C[C@H](CO)N1C[C@H](C)[C@@H](CN(C)C(=O)c2ccc(F)cc2)Oc2ncc(C3=CCCC3)cc2C1=O,-0.1,-2,-2,-1,3,-0.8,-5,6
CC(C)N(Cc1ccccc1)C(=O)COC(=O)c1cc(S(=O)(=O)N(C)C)ccc1N1CCCC1,-0.1,-4,5,-1,1,-0.1,-15,-11
Fc1ccccc1N1CCN(CCCc2ccccc2)CC1,1.1,0,0,7,0,0.1,-5,-6
COc1ccc(CNC(=S)N/N=C/c2ccncc2)cc1,.,7,3,.,8,0.0,1,-14

# High-throughput results as filed in PubChem.
